Source: PubChem BioAssay
Mito fusion act: mitochondrial division inhibition or fusion activation; Potency, µM (top dose mostly 46.1 µM), for inactives: at the highest dose growth rescue (activation), actives largely listed as activators; S. cerevisiae fusion-defective mutant growth rescue, CellTiterGlo 48 h; AID 485298; 320,000 tested, 0.23% active;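 also: potency is read from the fitted curve at half-maximal effect; % of control where 0% means no effect; nearly all actives have a fitted effect of over 45% in size; temperature-sensitive fusion mutants such as fzo1-1 at 37 °C on non-fermentable ethanol glycerol medium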
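Read-out: ATP-based luminescence (CellTiterGlo, 10 min ambient) reporting growth of fusion-defective ts yeast after 48 hours at 37C on glycerol/ethanol YPEG medium in the presence of compound.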
ELG1 DNA repair: blocks ELG1-dependent DNA repair in HEK293T cells; 330,000 tested, 2.3% active; AID 504467; Potency, µM (top dose mostly 46.1 µM), inactives show at the top dose activity change, negative = inhibition, most hits filed as inhibitors; HEK293T ELG1-luciferase reporter, luminescence, 16 h; DNA damage induced by 5-fluorouridine; also: potency is read from the fitted curve at half-maximal effect; % is scaled to controls: 0 for no effect and ±100 for the full control effect; nearly all actives have a fitted effect of over 55% in size
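DMSO vehicle served as the neutral condition. Each well held 2,000 cells given 5-fluorouridine plus compound; after 16 hr at 37 °C/5% CO2, ONE-Glo was added and luciferase measured 30 min later.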
KCNH2 3.1 block: inhibitors of human KCNH2 3.1 potassium channel isoform; U2OS KCNH2 3.1, thallium flux FluxOr; stronger effect = lower value; activity change, % (tested at about 1.8 µM); 340,000 tested, 0.95% active; AID 720553;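 active = maximum activity change below -70%; inconclusive = maximum activity change from -70% to -50%; inactive = maximum activity change above -50%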;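 also: thallium influx rate constant from kinetic fluorescence after stimulation buffer; % is scaled to controls: 0 for no effect and ±100 for the full control effect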
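Normalized rate constant (relative to positive and negative DMSO controls) derived from a 2 min kinetic fluorescence read after stimulation; U2OS cells expressing the 3.1 isoform via virus at 1.77 x 10^8 /mL.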
KCNH2 WT inh: inhibitors of human wildtype KCNH2 potassium channel. Q12809. U2OS, BacMam KCNH2, thallium flux FluxOr; stronger effect = lower value. activity change, % at 1.84 µM. 340,000 tested, 0.37% active. AID 720551;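 active = maximum activity change below -70%; inconclusive = maximum activity change between -70% and -50%; inactive = maximum activity change above -50%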; also: % is scaled to controls: 0 for no effect and ±100 for the full control effect
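U2OS cells transduced with wild-type KCNH2 virus are loaded with FluxOr dye for 45 min, and thallium flux is measured in kinetic reads before and after stimulation buffer. Rate constants are normalized to DMSO controls.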
TRPV1 agonist: activates the human vanilloid receptor TRPV1; 320,000 tested, 0.19% active; Q8NER1; TRPV1-expressing cells, Fluo-8 calcium influx, agonist mode; activation, % at 8.33 µM; AID 540275; in the data active = activation above about 80%; inconclusive = between about 30% and that limit; also: 0% is about no effect
Target sequence (Q8NER1 whole entry, looked up): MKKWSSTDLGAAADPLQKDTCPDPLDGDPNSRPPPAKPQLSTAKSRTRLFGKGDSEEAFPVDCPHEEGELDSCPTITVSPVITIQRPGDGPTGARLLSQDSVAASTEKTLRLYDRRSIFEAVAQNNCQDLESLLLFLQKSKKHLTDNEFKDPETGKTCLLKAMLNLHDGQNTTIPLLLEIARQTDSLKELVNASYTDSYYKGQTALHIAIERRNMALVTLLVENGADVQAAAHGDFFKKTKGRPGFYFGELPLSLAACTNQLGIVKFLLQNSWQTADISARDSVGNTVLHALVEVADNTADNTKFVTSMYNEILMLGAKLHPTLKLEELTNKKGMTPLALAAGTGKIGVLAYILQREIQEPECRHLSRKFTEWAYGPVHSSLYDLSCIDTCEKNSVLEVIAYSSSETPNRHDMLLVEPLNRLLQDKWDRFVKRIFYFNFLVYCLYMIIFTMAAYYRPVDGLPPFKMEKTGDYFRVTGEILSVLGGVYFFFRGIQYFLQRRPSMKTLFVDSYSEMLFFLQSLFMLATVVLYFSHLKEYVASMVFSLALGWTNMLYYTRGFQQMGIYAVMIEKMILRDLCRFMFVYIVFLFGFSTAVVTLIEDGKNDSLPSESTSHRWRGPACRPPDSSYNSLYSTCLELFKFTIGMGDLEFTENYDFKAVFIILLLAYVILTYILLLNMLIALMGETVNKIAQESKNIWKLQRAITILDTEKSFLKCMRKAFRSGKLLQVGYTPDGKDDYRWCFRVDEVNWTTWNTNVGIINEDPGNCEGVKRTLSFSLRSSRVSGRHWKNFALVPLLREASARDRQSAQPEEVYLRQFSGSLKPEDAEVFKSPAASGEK
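Cells expressing TRPV1 were dye-loaded with Fluo-8 and read kinetically: 10 s baseline, 3 min after compound (agonist portion), then 2 min after EC20 capsaicin (allosteric enhancer portion). Calcium-bound dye fluorescence at 480/520 nm.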
AT treatment: potential ataxia-telangiectasia treatment. […] A-T fibroblasts, KAP-1 phosphorylation AlphaLISA; neocarzinostatin DNA damage 30 min before lysis. Potency, µM (titrated, usually from 57.5 µM), for inactives: at the top dose activation, actives largely listed as activators. 320,000 tested, 0.19% active; also: potency is read from the fitted curve at half-maximal effect; % of control where 0% means no effect; nearly all actives have a fitted effect of over 45% in size
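ATM-like activity read as KAP-1 phosphorylation via AlphaLISA donor/acceptor antibody pairs after lysis and 6 hr at 25C. Cells were ATM-null patient fibroblasts ([…], hTERT), dosed 60 min, then exposed to the DSB inducer NCS for 30 min.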
TCR act: activators of T cell receptors; Potency, µM (series often up to 9.22 µM), for inactives: at the highest dose activation of IL-2 secretion, hits mostly activators; primary human leukocytes, anti-CD3, IL-2 HTRF, 48 h; 330,000 tested, under 10 active; also: % of control where 0% means no effect
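Primary human leukocytes were stimulated with a-CD3 beads plus compounds for 48 hr without co-stimulation; secreted IL-2 was quantified by HTRF using a-IL-2-K (europium cryptate) and a-IL-2-d2, excited at 320nm with acceptor emission read at 665nm.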
TSHR antagonist: antagonists of human thyroid stimulating hormone receptor; P16473; TSHR-expressing cells, TSH-stimulated cAMP HTRF, 2 h; stronger effect = lower value; activity change, negative = inhibition, % at 11.5 µM; 330,000 tested, 0.2% active; AID 504810;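 active = activity change below a set negative limit, meaning inhibition stronger than a set level, cut at about -70% in these data; inconclusive = activity change between two set negative limits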; also: % is scaled to controls: 0 for no effect and ±100 for the full control effect
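Antagonism was scored as loss of TSH-driven cAMP in TSHR cells, stimulated with 4nM TSH (EC80) for 2 hours at 37 deg C and detected by homogeneous HTRF competition immunoassay.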
USP2a block: inhibitors of human ubiquitin-specific protease USP2a | USP2 core, Ub-CHOP2 coupled fluorogenic reporter, 485/531 | Potency, µM (series often up to 38.3 µM), for inactives: top-dose activity change, negative = inhibition, most hits filed as inhibitors | 330,000 tested, 0.01% active | O75604;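 also: potency is read from the fitted curve at half-maximal effect; plate controls were DMSO wells for no effect and full inhibition by NEM control for full effect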
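Cell-free coupled assay: 10nM USP2 core preincubated 30min RT with compound in Tris-HCl pH 8.0/CaCl2/CHAPS buffer, then 25nM Ub-CHOP2 and 25nM reporter substrate; fluorescence (Ex 485/Em 531) read after 60min RT, normalized to NEM inhibition, concentration-response curves fitted.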
Eya2 inh: Eya2 (human) phosphatase inhibition. O00167. recombinant Eya2, OMFP fluorescence dephosphorylation (OMFP is methylfluorescein phosphate). Potency, µM (series often up to 76.9 µM), for inactives: at the top dose activity, negative = inhibition, hits mostly inhibitors. 330,000 tested, 0.006% active. AID 488837; also: potency is read from the fitted curve at half-maximal effect; % is scaled to controls: 0 for no effect and ±100 for the full control effect
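Eya2 (0.2 uM) preincubated 10 min at ambient with compound, then OMFP substrate added at 50 uM; 10 min reaction in 50 mM HEPES pH 7.5, 50 mM NaCl, 5 uM MgCl2, 0.05% BSA, 1 mM DTT. Fluorescence read at Ex 485/Em 525 nm.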
* hit, by the source's call; ? = inconclusive; · = not tested or not shown; & = joins results of further samples; [ ] = dose if it differs, or a comment. Unless noted, calls follow the shape of the dose curve; as a rule, active = well fitted curve in the direction sought with a large enough effect; inconclusive = small, poorly fitted or top-dose-only effect, or another doubt; inactive = no such curve, though single readings can be large; an effect the other way counts as inactive or inconclusive.

SMILES	Mito fusion act	ELG1 DNA repair	KCNH2 3.1 block	KCNH2 WT inh	TRPV1 agonist	AT treatment	TCR act	TSHR antagonist	USP2a block	Eya2 inh
COc1ccc(-c2nc(N)n(C(=O)Cc3ccccc3)n2)cc1	-1%	28%	-12	21	-1	-2%	3%	-4	1%	1%
O=C(CCN1CCCO1)N1CCCC(N2CCN(c3cccc(C(F)(F)F)c3)CC2)C1 (configuration not stated)	1%	0%	2	13	-2	-7%	-4%	-7	2%	15%
COc1ccc(OC)c(S(=O)(=O)NCc2cc(-c3ccccc3)no2)c1	6%	0%	-9	-5	-1	3%	5%	45	-7%	-25%
COc1ccc(C(c2nnnn2Cc2ccc(F)cc2)N2CCN(c3ccccc3)CC2)cc1 (configuration not stated)	21%	-26%	-31	11	-2	6%	0%	-1	6%	-5%
Cc1cn(-c2cc(C(=O)Nc3ccc(C)c(NC(=O)N4CCNC4=O)c3)cc(C(F)(F)F)c2)cn1	18%	0%	3&25	-1&0	-1	6%	4%	-6	0%	4%
Cc1cc(C)c(S(=O)(=O)c2ccccc2)c(N2CCOCC2)n1	1%	17%	-12	-10	5	1%	5%	2	3%	5%
O=C(NC(=S)Nc1ccccc1N1CCCC1)c1ccccc1[N+](=O)[O-]	-26%	3%	9	-7	?	-7%	3%[46.1 µM]	-10	-1%	0%
O=C(Oc1ccc(/C=N/NC(=O)c2ccco2)cc1)c1ccccc1	0%	?	2	33	0	3%	-1%	-9	2%	6%
Cc1cc(C(=O)Nc2ccc(C)c(C)c2)n(-c2ccccc2)n1	-23%	?	-2	5	7	-5%	-2%	-1	1%	3%
COc1ccc(N(C(=O)c2ccco2)C(C(=O)NC2CCCC2)c2ccncc2)cc1OC (configuration not stated)	0%	6%	3	2	1	13%	0%	-5	0%	-12%
O=C(Nc1ccccc1N1CCN(C(=O)c2ccccc2)CC1)c1ccc(Br)o1	5%	-10%	-21	11	?	14%	-3%	-11	0%	-9%
Cc1ccc(S(=O)(=O)NCC(=O)NC2CC2)cc1	-1%	5%	8	6	-2	11%	-7%	-10	-1%	3%
COc1cc2c(cc1OC)-c1cc(Nc3ccccc3Br)nc(=O)n1CC2	7%	?	-7	6	-2	7%	0%	5	1%	15%
CC(=O)NCCn1c(SCC(=O)c2ccc(Cl)cc2)nc2ccccc2c1=O	0%	2%	-3	16	6	-1%	-18%	35	4%	-12%
O=C(Cc1ccccc1)Nc1ccc(N2CCN(Cc3ccccc3F)CC2)cc1	-3%	-1%	-6	-2	3	7%	-1%	1	3%	-22%
COc1ccc(S(=O)(=O)N(C)Cc2cccs2)cc1Br	9%	2%	-1	-4	7	3%	·	-8	-1%	-20%
CC(Oc1ccccc1Cl)C(=O)Nc1ccccc1C(=O)N1CCOCC1 (configuration not stated)	0%	-1%	·	-4	3	5%	-3%	-3	4%	-3%
NNC(=O)c1oc2nc(-c3ccccc3)cc(-c3ccccc3)c2c1N	-10%	16µM*	-5	15	-2	30%	-7%	9	-10%	-14%
COCCNC(=O)CSC1=N/C(=C/c2ccc(Cl)c(Cl)c2)C(=O)N1c1ccccc1F	7%	?	-25	2	4	-1%	4%[46.1 µM]	-5	4%	-1%
O=C1NCC(=O)N2C(c3ccccc3)c3[nH]c4ccccc4c3C[C@@H]12 (some centres not stated)	1%	?	-14	0	0	14%	3%	6	-9%	4%
COc1ccc(-n2c(SCC(=O)Nc3ccccc3OC)nc(O)cc2=O)cc1	-1%	10%	3	-1	-7	8%	0%	-17	6%	12%
COc1ccccc1C(=O)NC(C(=O)NCCc1nc2ccccc2[nH]1)=C(C)C	1%	4%	-3	-2	-1	-8%	2%	-6	2%	6%
Cc1ccc(S(=O)(=O)Nc2ccccc2CNc2cccc(C)n2)cc1	10%	1%	-6	2	0	7%	-2%[46.1 µM]	30	3%	-3%
CC(C)c1nnc(NC(=O)CC(C)c2ccccc2)s1 (configuration not stated)	-1%	18%	-13	-14	-2	1%	-5%	4	1%	-14%
O=[N+]([O-])c1ccc(N(CC(O)CN2CCCCC2)S(=O)(=O)c2ccccc2)cc1 (configuration not stated)	-8%	-7%	-76*	-44	0	-4%	2%	2	3%	-16%

3 compounds from above, ordered by their value in Mito fusion act, high to low.
compound | Mito fusion act
COc1cc2c(cc1OC)-c1cc(Nc3ccccc3Br)nc(=O)n1CC2 | 7%
CC(Oc1ccccc1Cl)C(=O)Nc1ccccc1C(=O)N1CCOCC1 (configuration not stated) | 0%
CC(C)c1nnc(NC(=O)CC(C)c2ccccc2)s1 (configuration not stated) | -1%

(cont.)
SMILES	Mito fusion act	ELG1 DNA repair	KCNH2 3.1 block	KCNH2 WT inh	TRPV1 agonist	AT treatment	TCR act	TSHR antagonist	USP2a block	Eya2 inh
CCOc1ccc(CNC(=O)c2cc3oc4ccccc4c3n2C)cc1	-4%	?	-6	-27	-4	-6%	-10%	-12	-1%	-12%
O=C(Cc1cccs1)Nc1ccon1	-2%	4%	-12	3	-2	6%	8%	-5	3%	-5%
O=C(CCn1c(=O)oc2ccccc21)Nc1ccon1	-6%	?	-6	8	-1	-2%	-1%[46.1 µM]	-4	3%	3%
COCCn1c(=O)[nH]c2cc(C(=O)Nc3cccc(F)c3)ccc2c1=O	2%	-10%	-1	3	15	-3%	-10%	6	-3%	7%
CC1=CC(C)(C)Nc2ccc(OC(=O)CN3C(=O)C4CCCCC4C3=O)cc21 (configuration not stated)	4%	4%	-9	4	3	2%	-4%	-12	2%	6%
CCOC(=O)c1nnn(-c2ccccc2)c1C	1%	28%	-11	-1	-2	4%	7%[46.1 µM]	25	0%	-5%
CC(C)C(NC(=O)C12CC3CC(CC(C3)C1)C2)C(=O)N/N=C/C1=C(N2CCOCC2)C(=C\c2cccc([N+](=O)[O-])c2)/CC1 (configuration not stated)	6%	-6%	-11	-2	-4	0%	2%[46.1 µM]	3	-1%	0%
Cc1cc(Cl)ccc1OCC(=O)NNC(=O)C1CSC2(C)CCC(=O)N12 (configuration not stated)	-7%	7%	-1	8	1	-3%	-12%	-1	0%	2%
CC(C)(C)NC(=O)NC(=O)CN1CCCCCCC1	-4%	14%	9	-9	11	7%	4%	15	3%	-2%
CCOC(=O)C1CCN(C(=O)CC(C)S(=O)(=O)c2ccc3c(c2)NC(=O)CO3)CC1 (configuration not stated)	2%	-10%	19	3	-1	-7%	-4%	-3	0%	2%
Cc1c(C(=O)O)sc2nc(/C=C/c3ccccc3OC(F)F)[nH]c(=O)c12	-4%	-3%	4	0	1	2%	-2%	-5	1%	9%
COc1ccc(C(=O)NN2C(=O)C3C4C=CC(O4)C3C2=O)cc1 (configuration not stated)	0%	23%	16	4	0	1%	-5%	13	8%	-3%
O=C(Nc1ccc(S(=O)(=O)Nc2nccs2)cc1)c1cc(=O)[nH]c2ccccc12	1%	-3%	1	0	·	-6%	-2%	-3	2%	-30%
CC(C)N1CCN(CC2COc3ccccc3O2)CC1 (configuration not stated)	6%	10%	12	3	-3	11%	0%	14	-2%	10%
COc1ccc(OC)c(Nc2nc(N)c([N+](=O)[O-])c(NCc3ccccc3)n2)c1	-3%	?	-6	-3	8	0%	-4%	2	-7%	-1%
COc1ccc(NC(=O)[C@H](C)NC(=O)C2CCN(S(=O)(=O)c3ccc(OC)cc3)CC2)cc1	-3%	-2%	-1	-11	-1	5%	4%	6	3%	-10%
CCOc1ccc(/C=C/C(=O)CCC(=O)O)cc1	-3%	?	18	-2	-3	-2%	-6%	-1	3%	7%
O=C1c2ccccc2NC(c2ccccn2)N1NS(=O)(=O)c1ccccc1 (configuration not stated)	3%	-4%	17	1	0	0%	7%	2	1%	3%
COc1ccc(C(=O)NC2CC(C)(C)Cc3c2cnn3-c2ccccc2)c(OC)c1 (configuration not stated)	2%	-19%	2	8	19	4%	5%	15	2%	13%
Fc1ccc(C2=NN(c3ccccc3)C(c3ccco3)C2)cc1 (configuration not stated)	-10%	0%	-10	-4	4	7%[11.5 µM]	-5%	11	3%	2%
Clc1ccc(CN=C2Nc3ccccc3CS2)cc1	-2%	?	-13	13	10	-1%	7%	-8	-6%	-10%
COc1ccc(C(=O)OCC(=O)Nc2ccc(OC)c(S(=O)(=O)N3CCCCC3)c2)cc1[N+](=O)[O-]	-9%	-2%	-21	0	-1	1%	0%	0	-9%	-19%
CCOC(=O)c1ccc(N=Nc2c(C)[nH]n(-c3ccccc3)c2=O)cc1	-2%	2%	13	8	-1	15%	·	-1	1%	-3%
CN1CCN(S(=O)(=O)c2ccc(NC(=S)NC(=O)C(C)(C)C)cc2)CC1	4%	2%	-9	8	2	2%	-4%	-12	-1%	0%
O=C(CSc1nnc(-c2cccs2)n1-c1ccccc1)N1CCCC1	-1%	?	-3	1	0	3%	3%	-10	0%	2%

The list is partial; count on the stated rates, not on these rows.
